# Bioassay records (PubChem BioAssay)
# RXFP1 antagonist: antagonists of human relaxin receptor RXFP1 | Q9HBX9 | HEK293-RXFP1, relaxin-stimulated cAMP HTRF, 30 min; stronger effect = lower value | activity change, negative = inhibition, % at 57.5 µM | 0.59% of 350,000 active;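 active = activity change of -60% or lower, but not beyond a set lower limit; inconclusive = change between -60% and -40%, or beyond the set limit; inactive = change above -40%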; also: % is scaled to controls: 0 for no effect and ±100 for the full control effect
# Vif-APOBEC3G blk: inhibitors of Vif-APOBEC3G interaction | 0.076% of 410,000 active | Potency, µM (top dose mostly 46.1 µM), inactives show at the highest dose activity, negative = active, usual class: inhibitors | Q9HC16 | HeLa A3G-eYFP + Vif (tagged APOBEC3G with the HIV-1 protein that degrades it), YFP fluorescence, overnight;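 also: potency is read from the fitted curve at half-maximal effect; % is scaled to controls: 0 for no effect and ±100 for the full control effect; nearly all actives have a fitted effect of over 60% in size; hits raise eYFP signal because A3G escapes Vif-driven loss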
# Target sequence (Q9HC16 whole entry, looked up): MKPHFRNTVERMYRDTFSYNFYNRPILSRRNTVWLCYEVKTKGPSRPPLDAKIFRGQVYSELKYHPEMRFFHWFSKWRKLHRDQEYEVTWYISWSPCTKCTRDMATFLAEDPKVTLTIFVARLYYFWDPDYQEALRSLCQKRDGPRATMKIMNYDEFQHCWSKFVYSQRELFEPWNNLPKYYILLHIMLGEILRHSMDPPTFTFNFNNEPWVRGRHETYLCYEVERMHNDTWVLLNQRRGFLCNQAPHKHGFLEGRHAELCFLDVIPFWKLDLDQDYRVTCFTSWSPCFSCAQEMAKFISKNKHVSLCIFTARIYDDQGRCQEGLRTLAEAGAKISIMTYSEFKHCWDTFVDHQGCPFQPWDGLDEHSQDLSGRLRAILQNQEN
#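 Read-out is eYFP fluorescence (Ex 488/Em 500-530) from Vif-expressing HeLa A3G-eYFP cells; more signal means A3G escaped Vif-mediated degradation. Cells plated overnight, compound pinned in, incubated overnight at 37 deg C.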
# D1 antag: human D1 dopamine receptor antagonism; P21728; HEK293 TREx D1 cells, calcium flux, dopamine EC80; stronger effect = lower value; activity change, negative = inhibition, % at 10 µM; 3.2% of 360,000 active; AID 504652; in the data active = activity change below about -30%; also: % is scaled to controls: 0 for no effect and ±100 for the full control effect
# Target sequence (P21728 whole entry, looked up): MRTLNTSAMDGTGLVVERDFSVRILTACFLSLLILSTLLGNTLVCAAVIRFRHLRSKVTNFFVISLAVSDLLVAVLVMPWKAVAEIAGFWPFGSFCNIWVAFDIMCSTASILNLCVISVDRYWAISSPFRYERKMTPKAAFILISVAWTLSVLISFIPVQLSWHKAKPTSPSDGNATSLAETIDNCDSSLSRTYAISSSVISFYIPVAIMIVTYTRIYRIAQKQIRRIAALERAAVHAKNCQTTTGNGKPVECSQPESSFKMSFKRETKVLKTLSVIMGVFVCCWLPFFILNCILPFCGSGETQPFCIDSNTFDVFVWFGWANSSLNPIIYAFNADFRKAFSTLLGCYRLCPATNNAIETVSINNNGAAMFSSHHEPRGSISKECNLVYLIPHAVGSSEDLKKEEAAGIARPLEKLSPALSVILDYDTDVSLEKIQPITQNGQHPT
#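 HEK293 T-REx cells expressing inducible, force-coupled D1 receptor; no-wash Ca dye, 30–90 min RT. Cmpd → 180 s read at 1 Hz → EC80 DA → 180 s read.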
# D1 ag: activates the human D1 dopamine receptor; P21728; HEK293 T-REx D1 cells, calcium flux, agonist mode; activation, % at 2 µM; 1% of 360,000 active; in the data active = activation above about 30%; also: 0% is about no effect
#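 Inducible HEK293 T-REx D1 cells, force-coupled to calcium signalling, were plated at 4000 cells/well with tetracycline and held overnight at 30 C. After no-wash calcium dye loading, compound-evoked calcium rise over 180 s flagged agonists.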
# D2 PAM: positive allosteric modulators of human D2 dopamine receptor. P14416. HEK293 T-REx D2, calcium flux, EC20 dopamine potentiation. potentiation, % at 10 µM. 0.34% of 340,000 active. AID 485347;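 active = potentiation over 3 SD above the plate norm, cut at about 30% in these data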; also: 0% is about no effect
#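 Calcium flux readout, no-wash dye, 1 read/s. Inducible HEK293 Trex D2 line, overnight 30 C. Compound alone 180 s (agonist flags), then EC20 dopamine, another 180 s to score potentiation.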
# Vif-A3F inh: Vif-A3F binding inhibition | HeLa A3F-eYFP + Vif (tagged APOBEC3F with the HIV-1 protein that degrades it), YFP fluorescence increase | Potency, µM (top dose mostly 46.1 µM), without a hit: top-dose activity, negative = active | 0.2% of 390,000 active | AID 602313; also: potency is read from the fitted curve at half-maximal effect; % of control where 0% means no effect; nearly all actives have a fitted effect of over 65% in size
#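 HeLa cells stably expressing Vif plus C-terminally eYFP-tagged A3F were seeded, incubated overnight at 37 deg C, dosed with compound, incubated overnight again at 37 deg C. Yellow fluorescence (Ex 488/Em 500-530) reported blocked Vif-mediated A3F-eYFP degradation.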
# D1 potentiator: enhances dopamine response at the human D1 receptor; P21728; potentiation, % at 10 µM; HEK293 TREx D1 cells, calcium flux, dopamine EC20 potentiation; 0.036% of 360,000 active; in the data active = potentiation above about 30%; also: 0% is about no effect
# RXFP1 agonist: agonists of human relaxin receptor RXFP1; Q9HBX9; HEK293T-RXFP1 cAMP TR-FRET, 30 min; response scale: percent of porcine relaxin response, buffer zero; Potency, µM (highest dose often 57.5 µM), for the others: at the highest dose activation, hits mostly activators; 0.3% of 370,000 active; AID 2676; also: potency is read from the fitted curve at half-maximal effect; % is scaled to controls: 0 for no effect and ±100 for the full control effect; nearly all actives have a fitted effect of over 60% in size; many of its hits are not listed in these tables
#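 HEK293T cells stably expressing RXFP1 were pretreated with the PDE4 inhibitor Ro 20174, exposed to compounds for 30 min at 37C, lysed, and cAMP was read by TR-FRET. Data normalized to buffer (basal) and 29 nM porcine relaxin (100%).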
# Glioma ERSR ind: induces the endoplasmic reticulum stress response in human glioma cells; U87-MG GRP78 promoter luciferase reporter, 16 h; Potency, µM, without a hit: at the highest dose activation, usual class: activators; 0.02% of 420,000 active; also: potency is read from the fitted curve at half-maximal effect; series mostly up to about 76 µM; % of control where 0% means no effect; nearly all actives have a fitted effect of over 35% in size
#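 Stably transfected U87-MG human glioma cells carrying a GRP78-based luminescent sensor were seeded at 1000 cells/well, pin-dosed with compounds and incubated 16 h. Luciferase reagent was then added, and end-point luminescence was read after 10 min at room temperature.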
# The depositor's hits bear a star; ? = inconclusive; / = not tested or not shown. Unless noted, calls follow the shape of the dose curve; as a rule, active = well fitted curve in the direction sought with a large enough effect; inconclusive = small, poorly fitted or top-dose-only effect, or another doubt; inactive = no such curve, though single readings can be large; an effect the other way counts as inactive or inconclusive.
# Order of values – RXFP1 antagonist | Vif-APOBEC3G blk | D1 antag | D1 ag | D2 PAM | Vif-A3F inh | D1 potentiator | RXFP1 agonist | Glioma ERSR ind
- CCOc1nc2ccccc2cc1/C=C/C(=O)O
    -1 | 5% | 5 | 1 | 4 | 14% | 2 | 5.2% | -4%
- CN(C)c1ccc(NS(=O)(=O)c2ccc(Cl)cc2)cc1
    -1 | -5% | -13 | 7 | -31 | -2% | -5 | -1.1% | 3%
- C(=C\c1ccccc1)/CN1CCN(c2ncnc3c2oc2ccccc23)CC1
    1 | 5% | -10 | 9 | -6 | -7% | -4 | 1.0% | -3%
- C=CCOc1cccc(C2/C(=C(/O)c3ccccc3)C(=O)C(=O)N2CCN2CCOCC2)c1 (configuration not stated)
    18 | 1% | -1 | 1 | -2 | -2% | -4 | 0.8% | 0%
- CC(=O)N1CCc2c(sc3c2c(=O)n(-c2ccccc2)c(=O)n3CC(=O)c2ccc(Cl)cc2)C1
    / | 2% | 21 | 0 | 15 | -6% | -4 | -1.0% | 0%
- Nc1nnc(SCC(=O)N2CCc3ccccc3C2)s1
    -8 | -1% | 11 | 1 | 0 | 1% | -2 | 0.7% | 5%
- Cc1ccc(-n2c3nc(=O)[nH]c(=O)c-3cc3c(C)nn(-c4ccccc4)c32)cc1C
    / | 6% | -12 | 4 | 5 | 0% | 5 | 1.8% | -4%
- NC(=O)CSc1ncc(-c2ccc([N+](=O)[O-])cc2)[nH]1
    5 | 1% | -8 | -2 | 5 | 9% | 2 | -0.5% | 3%
- Cc1ccc(C(C)C)c(OCC(=O)NNC(=O)Cn2[nH]c(=O)c3ccccc3c2=O)c1
    11 | -2% | 15 | 3 | 0 | 0% | / | 3.0% | -5%
- Cc1cc(CN2CCCC(N3CCc4ccccc4C3)C2)cc(C)c1O (configuration not stated)
    -3 | -13% | 17 | 5 | -14 | 0% | -5 | 1.2% | -4%
- COCCNC(=O)C1CC(c2ccc([N+](=O)[O-])cc2)=NO1 (configuration not stated)
    / | 0% | 44 | 6 | -6 | -2% | -2 | -0.1% | 1%
- CCOC(=O)C(C(=O)OCC)C(Nc1ccc(Br)cc1)c1ccccc1 (configuration not stated)
    -24 | ? | 3 | -1 | -5 | -19% | -5 | 2.8% | -9%
- CC(C)c1ccc(/C=C2\C(=N)N3N=C(CC(=O)N4CCCCC4)SC3=NC2=O)cc1
    2 | 0% | 2 | 1 | -3 | 3% | 6 | 1.5% | -8%
- CCOC(=O)c1cc(-c2ccc(/C=N\n3cnnc3)o2)ccc1Cl
    -4 | -2% | -5 | 1 | -9 | 2% | -3 | -0.3% | 2%
- Cc1ccc(/C=C/C(=O)c2ccc(N3CCOCC3)cc2)s1
    -26 | -6% | -18 | 21 | 2 | -4% | -4 | -1.6% | -3%
- CN(Cc1cnn(-c2ccc(F)cc2)c1)Cc1nc(Cc2ccccc2)no1
    -13 | 0% | -1 | 3 | 2 | ? | -2 | -0.6% | -2%
- Cc1[nH]n(-c2ccc(F)cc2)c(=O)c1C=Nc1ccc(S(=O)(=O)N(C)C)cc1
    / | 1% | -27 | 3 | -1 | 3% | -9 | 0.5% | -3%
- O=C(Nc1ccc(Cl)cn1)c1ccc(Br)c(S(=O)(=O)N2CCCCC2)c1
    -5 | -1% | 6 | 3 | / | 0% | 1 | 0.7% | -2%
- O=C(CSc1nc2ccccc2c(=O)n1Cc1ccco1)c1ccc(F)cc1
    -16 | -1% | -25 | 5 | 7 | 3% | -11 | 0.9% | 3%
- COCOCCn1cc(CN2CCS(=O)(=O)N(Cc3ccc(-c4ccncc4)cc3)C(CC(C)C)C2=O)nn1 (configuration not stated)
    2 | 0% | / | / | / | -12% | / | / | -3%
- CCCCNC(=O)c1cc2ccccc2s1
    -18 | 8% | -11 | -1 | 5 | -5% | -7 | 3.4% | ?
- Cc1ccc(C(=O)NC2CCCCCC2)cc1N1CCCC1=O
    3 | 2% | -4 | 3 | -1 | -15% | -6 | 3.7% | 1%
- O=C(c1cccc(F)c1)N1CCC(c2nc3ccccc3s2)CC1
    -4 | 2% | -15 | 3 | / | 6% | -2 | 3.0% | 1%
- Cn1c(N)c(C(=O)CSc2nnc(C3CC3)n2-c2ccccc2)c(=O)n(C)c1=O
    1 | -1% | 11 | 4 | 10 | -2% | 7 | 0.3% | -1%
- O=C(c1ccc([N+](=O)[O-])cc1)N1CCN(C2=NS(=O)(=O)c3ccccc32)CC1
    -6 | 1% | -6 | 5 | 18 | 0% | -1 | 2.5% | -3%
- CCCSc1ncnc2c1oc1ccccc12
    -7 | -6% | 24 | 2 | 13 | 4% | 2 | 3.0% | 6%
- CCn1nnnc1SCC(=O)c1ccc(C)cc1C
    -17 | 0% | -9 | 0 | / | 6% | -5 | 0.8% | -10%
- CC(NCc1cccs1)C(=O)Nc1cc(Cl)cc(Cl)c1 (configuration not stated)
    -13 | -7% | 2 | -1 | -10 | -11% | 3 | 8.2% | -3%
- Cc1ccc(C(=O)O/N=C\c2ccc(N3CCOCC3)c([N+](=O)[O-])c2)cc1
    / | 0% | -16 | 6 | -2 | 2% | -5 | 0.7% | -2%
- CC(C)Oc1ccc(CNC(=O)c2cnc3sc(N4CCCCCC4)nn3c2=O)cc1
    -5 | 1% | 4 | 1 | / | -2% | -6 | 1.7% | -2%
- CCCC(=O)n1nc(-c2cccnc2)nc1NCc1cccs1
    -22 | 0% | -8 | 2 | -13 | -10% | 0 | -0.5% | -4%
- CS(=O)(=O)c1ccc(Cl)c(NC(=O)CSc2nc3ccccc3c(=O)n2CCCN2CCOCC2)c1
    -4 | 8% | -9 | 2 | -8 | -7% | -3 | 3.7% | -4%
- CC(C)Oc1ccc(CNC(=O)CCCN2C(=O)C(c3ccccc3)Oc3cccnc32)cc1 (configuration not stated)
    -3 | 0% | 3 | -1 | 11 | -6% | -4 | 1.9% | 0%
- COC(=O)C1=C(C)N(CCc2c[nH]c3ccc(OC)cc23)C(=O)C1
    -21 | 4% | -2 | 6 | 22 | 5% | 0 | -0.9% | -2%
- COc1ccc(Br)cc1CNC(=O)CN1C(=O)CSc2ccc(S(=O)(=O)N3CCOCC3)cc21
    -4 | -3% | -7 | -1 | -13 | 3% | -1 | 2.7% | -2%
- O=C(O)c1ccc2c(c1)N(Cc1ccccc1)C(=O)c1ccccc1S2
    4 | 1% | -21 | 1 | 11 | 9% | 7 | -4.0% | -2%
- O=C(CN1C(=O)CSc2ccccc21)N1CCc2ccccc21
    10 | 1% | 4 | 4 | -4 | -2% | -2 | -1.3% | -1%
- O=C(COC(=O)Cc1ccccc1F)NCc1ccc(Cl)cc1
    -7 | 1% | / | / | / | 2% | / | / | 2%
- CCc1ccc(CN(C)CC(=O)Nc2ccc(S(=O)(=O)N3CCOCC3)cc2)cc1
    -8 | 0% | 3 | 3 | 2 | 1% | -3 | -2.1% | -1%
- CCCSc1ncc(Cl)c(C(=O)Nc2c(C(=O)Nc3ccccc3)oc3ccccc23)n1
    5 | / | -2 | 0 | 10 | / | 3 | 1.0% | /

# No new results follow: two of the compounds above.
# Order of values – RXFP1 antagonist | Vif-APOBEC3G blk | D1 antag | D1 ag | D2 PAM | Vif-A3F inh | D1 potentiator | RXFP1 agonist | Glioma ERSR ind
- CCc1ccc(CN(C)CC(=O)Nc2ccc(S(=O)(=O)N3CCOCC3)cc2)cc1
    -8 | 0% | 3 | 3 | 2 | 1% | -3 | -2.1% | -1%
- CCCSc1ncc(Cl)c(C(=O)Nc2c(C(=O)Nc3ccccc3)oc3ccccc23)n1
    5 | / | -2 | 0 | 10 | / | 3 | 1.0% | /

# The listing picks up, starting 4 compounds before the break.
# Order of values – RXFP1 antagonist | Vif-APOBEC3G blk | D1 antag | D1 ag | D2 PAM | Vif-A3F inh | D1 potentiator | RXFP1 agonist | Glioma ERSR ind
- O=C(CN1C(=O)CSc2ccccc21)N1CCc2ccccc21
    10 | 1% | 4 | 4 | -4 | -2% | -2 | -1.3% | -1%
- O=C(COC(=O)Cc1ccccc1F)NCc1ccc(Cl)cc1
    -7 | 1% | / | / | / | 2% | / | / | 2%
- CCc1ccc(CN(C)CC(=O)Nc2ccc(S(=O)(=O)N3CCOCC3)cc2)cc1
    -8 | 0% | 3 | 3 | 2 | 1% | -3 | -2.1% | -1%
- CCCSc1ncc(Cl)c(C(=O)Nc2c(C(=O)Nc3ccccc3)oc3ccccc23)n1
    5 | / | -2 | 0 | 10 | / | 3 | 1.0% | /
- COC(C(=O)N/N=C(\C)CC(=O)Nc1ccc(Cl)cc1C)c1ccccc1 (configuration not stated)
    -9 | -1% | 2 | 1 | -10 | -1% | -2 | -3.2% | -2%
- CCCC(=O)Nc1ccc2oc(-c3cccnc3)nc2c1
    -1 | -1% | 12 | 5 | 13 | 7% | -2 | 5.2% | -3%
- CC(=O)N1CCCc2cc(S(=O)(=O)NC(C(=O)NCc3ccc(C)cc3)C(C)C)ccc21 (configuration not stated)
    4 | 1% | 15 | 1 | 46* | -2% | 3 | 3.3% | -3%
- COc1cc(SC)ccc1C(=O)NCC1CCCO1 (configuration not stated)
    -4 | -1% | -3 | 1 | -14 | -6% | -5 | -0.6% | -3%
- CCN1CCN(C(=S)NC(C)c2ccccc2)CC1 (configuration not stated)
    7 | -4% | 2 | 2 | 5 | 4% | 1 | 0.4% | -5%
- COc1ccc(C(=O)N/C(=C/c2ccc(Cl)cc2)C(=O)NCc2ccncc2)cc1
    7 | -2% | 1 | 1 | 10 | 22% | 3 | 2.2% | -2%
- CCCC(C(=O)c1ccccc1)n1cncn1 (configuration not stated)
    -4 | 0% | 4 | 2 | -3 | / | -2 | -0.1% | -5%
- O=C(OCc1cn([C@@H]2C[C@H](c3ccc(Cl)cc3)N(C(=O)C3CCCCC3)C[C@H]2O)nn1)c1ccccc1
    -5 | -2% | / | / | / | 4% | / | / | 0%
- CC1CN(CC(=O)Nc2ccccc2Sc2ccccc2)CC(C)O1 (configuration not stated)
    -34 | -3% | -14 | 3 | 10 | 10% | 6 | 0.0% | -5%
- O=C1C2CCCCC2C(=O)N1Cc1ccccc1 (configuration not stated)
    4 | 2% | 20 | 1 | 3 | -17% | 13 | -0.1% | -3%
- N/C(=N\OC(=O)CCc1ccccc1)c1cccnc1
    2 | -6% | -2 | 2 | 3 | ? | 0 | 0.2% | 2%

# Not all compounds are listed. The share of hits here may be higher or lower than overall.
